hcDAF-12 act: activates DAF-12 receptor from parasite H. contortus. AID 652067. HEK293 hcDAF-12 lit1-tk-luc reporter, luminescence; 0% DMSO, 100% Δ7-dafachronic acid. activation, % at 6.8 µM. hit rate 1.4% among 370,000;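 active = activation above the mean of all tested compounds plus 3 SD, cut at about 5.5% in these data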;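 note: 100% = response to 3 µM Δ7-dafachronic acid high control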
hgDAF12 agonist: activates the H. glycines DAF-12 receptor ligand-binding domain | hit rate 1.8% among 370,000 | HEK293 GAL4-hgDAF12 UAS-luciferase reporter, agonist luminescence; normalized to butyrate control | activation, % at 6.8 µM;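 active = activation above a cutoff set at the mean of all screened compounds plus 3 SD, cut at about 10% in these data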;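 note: 0% = DMSO wells and 100% = sodium butyrate wells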
DAX1 inh-1: inhibitors of human orphan nuclear receptor DAX1 (NR0B1) | P51843 | HEK293 Gal4-DAX1 luciferase reporter, luminescence | AID 504766 | hit rate 0.99% among 340,000 | inhibition, % at 6.75 µM;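 active = inhibition above the mean over all tested compounds plus 3 SD, cut at about 4.2% in these data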;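 note: 0% = DAX1-transfected cells with DMSO and 100% = empty-vector control cells with DMSO; inhibition shows as a rise in luminescence from relieved DAX1 repression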
SMARCA2 act: activators of SMARCA2 function | MG213 cells, MMTV-luciferase reporter, dexamethasone, overnight | activation, % at 9.1 µM | hit rate 1% among 370,000; in the data active = activation above about 7.8%;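 note: 0% = vehicle wells and 100% = reference activator wells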
ssDAF-12 act: activators of S. stercoralis DAF-12 nuclear receptor | activation, % at 6.8 µM | hit rate 1% among 370,000 | HEK293 ssDAF-12/GRIP1 lit1-tk-luc reporter, luminescence; % of 3 µM dafachronic acid response;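 active = activation above the mean over all tested compounds plus 3 SD, cut at about 0.9% in these data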;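 note: 0% = DMSO-only wells and 100% = 3 µM delta7-dafachronic acid wells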
ADAM10 inh: inhibitors of human ADAM10. recombinant ADAM10, EDANS/DABCYL FRET peptide cleavage, 3 h. O14672. AID 720582. hit rate 0.62% among 370,000. inhibition, % at 7 µM;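 active = inhibition above a per-campaign cutoff equal to the mean of compounds falling between control-based bounds plus 3 SD, cut at about 20% in these data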;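 note: 0% = DMSO wells while the 100% control is not disclosed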
Target sequence (O14672 214-748 limits assumed): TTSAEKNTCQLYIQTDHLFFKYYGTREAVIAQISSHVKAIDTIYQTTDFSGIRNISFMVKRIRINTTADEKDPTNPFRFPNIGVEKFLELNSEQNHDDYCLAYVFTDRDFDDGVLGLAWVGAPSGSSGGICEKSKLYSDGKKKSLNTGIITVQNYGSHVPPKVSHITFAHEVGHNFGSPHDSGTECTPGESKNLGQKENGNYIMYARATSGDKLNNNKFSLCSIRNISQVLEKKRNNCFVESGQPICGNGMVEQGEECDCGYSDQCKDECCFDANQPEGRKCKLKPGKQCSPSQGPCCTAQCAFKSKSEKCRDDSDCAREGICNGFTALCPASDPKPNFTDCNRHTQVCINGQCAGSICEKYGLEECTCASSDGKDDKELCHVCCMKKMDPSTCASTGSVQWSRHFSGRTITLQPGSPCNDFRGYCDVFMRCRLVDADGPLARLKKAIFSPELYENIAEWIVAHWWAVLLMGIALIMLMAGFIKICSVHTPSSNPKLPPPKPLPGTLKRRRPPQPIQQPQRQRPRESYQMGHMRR
GC-B act: GC-B (human) receptor activation. P20594. HEK293-GC-B cells, CNP EC30, cGMP TR-FRET; 0% at EC30 CNP, 100% saturating CNP. activation, % at 10 µM. hit rate 0.11% among 370,000;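 active = activation at 10 µM reaching about 35% in either raw or pattern-adjusted values, limit read from the data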
DAX1 inh-2: blocks DAX1 repression of SF-1 activated StAR promoter | HEK293T StAR-luciferase reporter, SF-1/DAX-1 repression relief | inhibition, % at 6.8 µM | hit rate 1.1% among 370,000 | AID 652010;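 active = inhibition above the mean over all tested compounds plus 3 SD, cut at about 3.6% in these data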;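 note: 0% = DAX-1 cells with DMSO and 100% = cells lacking DAX-1 with DMSO; higher inhibition means more luminescence from relief of DAX-1 repression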
sPLA2-III inh: Inhibits HGIII-sPLA2 liposome hydrolysis, primary screen; AID 743126; hit rate 0.56% among 370,000; QFRET BODIPY PC-A2 liposome hydrolysis, fluorescence; Q9NZ20; inhibition, % at 12.2 µM;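 active = inhibition above mean plus 3 SD of compounds lying within the high and low control bounds, cut at about 19% in these data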;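 note: 0% = median of test compound wells and 100% = no enzyme DMSO wells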
Target sequence (Q9NZ20 whole entry, looked up): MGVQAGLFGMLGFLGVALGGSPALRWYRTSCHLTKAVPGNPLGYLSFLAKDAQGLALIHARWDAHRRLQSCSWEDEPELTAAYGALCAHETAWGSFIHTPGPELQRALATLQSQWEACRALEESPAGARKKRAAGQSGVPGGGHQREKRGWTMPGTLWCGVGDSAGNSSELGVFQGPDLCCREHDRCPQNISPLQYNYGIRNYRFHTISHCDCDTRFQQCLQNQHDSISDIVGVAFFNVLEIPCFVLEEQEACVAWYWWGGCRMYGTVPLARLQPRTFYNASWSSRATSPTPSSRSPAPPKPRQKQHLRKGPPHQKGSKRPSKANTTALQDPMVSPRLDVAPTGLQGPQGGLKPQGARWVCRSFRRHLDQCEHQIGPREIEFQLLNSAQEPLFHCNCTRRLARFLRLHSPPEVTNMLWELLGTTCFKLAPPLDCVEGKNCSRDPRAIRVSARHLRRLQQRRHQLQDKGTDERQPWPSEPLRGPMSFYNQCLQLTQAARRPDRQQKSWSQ
GAA850 FXN act: frataxin GAA850 promoter activation. HEK293 lucGAA850 FXN promoter luciferase reporter, 24 h; percent of 10 µM SAHA response. activation, % at 6 µM. AID 540364. hit rate 0.56% among 360,000;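 active = activation above the average of all compounds screened plus 3 SD, cutoff fixed separately per campaign, cut at about 7.5% in these data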;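 note: 0% = DMSO wells and 100% = 10 µM SAHA wells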
GC-A act: GC-A (human) enzyme activation; P16066; HEK293 GC-A cells, cGMP TR-FRET, EC30 ANP; 0% at EC30 ANP, 100% saturating ANP; activation, % at 10 µM; hit rate 0.14% among 370,000; AID 1671463; in the data active = activation above about 40%
Starred values were filed as active, the others as inactive; i = inactive; nt = not tested or not shown. Rows were taken by chance. About 6.6% of those tested had a hit in this group.

SMILES	hcDAF-12 act	hgDAF12 agonist	DAX1 inh-1	SMARCA2 act	ssDAF-12 act	ADAM10 inh	GC-B act	DAX1 inh-2	sPLA2-III inh	GAA850 FXN act	GC-A act
CCCCC(=O)N(C)c1c(CC)nc2c(OCc3ccccc3C)cccn12	-2.5	-2.1	nt	-1	-1.7	-15	-2	-1.8	-4	-4.0	-3
CS(=O)(=O)/C(C#N)=C/c1cccn1S(=O)(=O)c1ccc([N+](=O)[O-])cc1	-1.2	-1.6	nt	4	-1.4	3	-4	-1.2	9	-0.7	-2
COc1ccc(-n2cnc3sc(-c4ccccc4)cc3c2=O)cc1	3.6	8.4	5.0*	3	-0.3	-8	1	2.9	4	7.5	1
CCC1=NN(C(=O)CCc2ccccc2O)C(O)(C(F)(F)F)C1 (configuration not stated)	-1.4	-0.3	-0.7	3	-1.4	4	1	0.0	-12	2.2	3
CCN(CC(=O)Nc1c(F)cccc1F)C(=O)c1ccc(-c2ccc(C(C)=O)cc2)o1	-0.1	-3.2	0.1	1	-1.7	i	1	-1.7	-6	1.9	-3
Cc1cccc([C@H](NC(=O)OC(C)(C)C)C(=O)OC(C)(C)C)c1	3.7	2.6	0.5	-1	-1.2	-8	3	-0.2	9	-0.7	-4
CC1CCCC(NC(=O)CN2C(=O)c3cccnc3Oc3ccc(Cl)cc32)C1C (configuration not stated)	-2.0	1.6	-0.7	-1	-1.1	1	-6	0.0	4	1.1	-6
COc1cc(C(=O)NC2=NCCS2)ccc1OCc1c(C)noc1C	-1.9	0.9	0.1	0	-1.2	-5	7	-0.9	-4	1.2	0
Clc1cccc(Nc2nc(N3CCOCC3)nc(N3CCOCC3)n2)c1	-1.4	-0.3	2.8	-3	-1.5	-8	2	-0.1	8	0.3	1
CCN1CCc2c(sc(N)c2C(N)=O)C1	-1.0	0.8	-1.1	0	-0.8	-164	5	-0.4	-7	0.6	-2
COc1ccccc1NC(=O)Cn1c(O)c(N=NC(=O)c2ccccc2O)c2ccccc21	0.7	0.1	2.1	-1	-2.2	-9	7	0.5	-4	0.7	-1
CCOc1ccc(N(CC(=O)NCCSc2ccccn2)S(C)(=O)=O)cc1	-2.1	-0.2	-0.6	-2	-0.9	6	-8	-0.1	-5	-1.2	-8
O=c1ccc(/C=C/c2ccccc2)nn1Cc1ccccc1	-1.0	-0.7	1.4	-2	-1.3	-120	4	0.8	-16	-1.1	0
CC1CC(=O)N(CC(=O)Nc2ccc(F)cc2F)c2ccccc2S1(=O)=O (configuration not stated)	-1.1	1.5	0.8	-3	-0.5	-10	-2	1.6	10	0.9	2
CCc1ccc(Cn2c(=O)n(Cc3ccc(C(=O)NCCCOC)cc3)c(=O)c3ccccc32)cc1	0.7	0.2	nt	1	-1.2	-7	4	-0.1	7	nt	-2
COc1cccc(-n2c(SCC(=O)NC3CCCCC3)nc3n[nH]c(C)c3c2=N)c1	-0.2	-2.1	0.4	-1	-1.0	-3	-8	-1.9	-10	-2.0	-10
COC(=O)C1=C(C)N(Cc2cccc(C(F)(F)F)c2)C(=NCC2CC2)NC1c1cccc(C(F)(F)F)c1 (configuration not stated)	-1.3	0.7	nt	-11	-0.4	0	-17	-0.5	0	nt	-23
CC(=O)c1ccc(Oc2cc(C)nc(-n3nc(C)cc3C)n2)cc1	-0.5	-2.9	0.1	-2	-0.6	7	3	-0.2	3	-0.2	-4
CC(C)CC(NC(=O)C1CCC(C)CC1)C(=O)NCc1ccccn1 (configuration not stated)	0.4	2.7	-1.3	0	-1.1	-6	3	-0.5	2	0.2	4
Cn1c(=O)c2c3c(sc2n2cnnc12)CCC3	-1.5	0.8	1.6	-1	-1.9	-6	-3	-0.8	6	-2.6	14
c1cc2c3c(cccc3c1)NC(c1ccc3c(c1)OCO3)N2	4.5	1.5	0.9	-2	0.1	-2	-3	-0.1	4	1.9	14
COc1ccc(NS(=O)(=O)c2cc(OCC(N)=O)c(C)cc2Cl)cc1	-2.4	-1.0	-0.7	-3	-0.9	8	-10	-0.3	5	4.9	-9
COc1ccc(OCC(=O)Nc2ccc(NC(=O)c3cccs3)c(OC)c2)cc1	-0.8	-0.2	-0.2	-3	-1.7	-6	1	-1.2	10	1.9	-6
CCC(C)Sc1cc(C)c(C#N)c2nc3ccccc3n12 (configuration not stated)	0.0	-1.9	-1.2	0	-2.1	-14	12	-0.7	2	1.6	18
O=C(CSc1nnc(-c2ccccc2)c(-c2ccccc2)n1)N1CCOCC1	-1.3	-3.0	-1.3	-2	-1.7	-10	-1	-0.5	7	-2.2	1
Next records
SMILES	hcDAF-12 act	hgDAF12 agonist	DAX1 inh-1	SMARCA2 act	ssDAF-12 act	ADAM10 inh	GC-B act	DAX1 inh-2	sPLA2-III inh	GAA850 FXN act	GC-A act
CC(C)(C)OC(=O)Nc1ccc([C@@H](NC(=O)OC(C)(C)C)C(=O)OC(C)(C)C)cc1	-0.4	0.9	1.2	1	-0.9	3	-3	0.4	4	3.5	-5
O=C1C(N2CCOCC2)=C(n2nnc3ccccc32)C(=O)c2ccccc21	-2.4	-12	-4.8	-8	-2.0	-5	-8	-4.3	6	-4.3	-2
O=C(Nc1nccs1)c1ccc(-c2ccc(Cl)cc2)o1	6.6*	17*	4.6*	3	1.3*	-20	5	4.3*	-6	4.2	6
Cn1c(SCC(=O)Nc2sccc2C#N)nnc1-c1ccccc1	0.2	-0.7	-1.1	3	-1.2	-5	2	-0.3	2	2.6	-2
CCc1ccc(NC(=S)N(CCCN2CCOCC2)Cc2ccco2)cc1	0.5	-1.2	1.3	-1	-0.8	-1	-8	-0.2	4	2.5	0
CCOC(=O)CCc1c(C)c2ccc(OCC(=O)OC(C)C)cc2oc1=O	-1.7	1.7	-1.1	1	-0.7	i	4	0.6	-6	0.7	1
CCOC(=O)C1CCN(c2ncnc3c2[nH]c2cccc(OC)c23)CC1	-0.2	-3.5	-0.8	0	-1.9	i	-8	-0.2	1	-0.9	2
Cc1ccccc1OCC(=O)OCC(=O)NC1CCCC(C)C1C (configuration not stated)	0.2	0.1	0.8	-1	-1.6	-3	-2	0.7	-7	2.0	-3
O=C(Cc1ccccn1)c1ccccc1	-1.1	0.4	-0.2	1	-1.5	-4	-7	0.1	5	2.4	-1
COc1ccc(C(=O)Nc2nc(N)n(-c3ccccc3)n2)cc1	-1.9	1.4	-0.9	0	-1.1	3	1	0.5	1	1.1	5
O=C(Nc1ccc(Br)cc1)c1cccc2c1C(=O)N(C1CCCCC1)C2	0.3	0.6	0.2	-1	-0.8	-6	0	1.1	3	-1.5	6
COc1ccc(OC)c(C2C(C(=O)c3cccs3)=C(O)C(=O)N2CCN2CCOCC2)c1 (configuration not stated)	5.5	-0.7	0.5	1	0.0	-10	3	0.2	-3	0.1	1
O=C(Nc1cccc(Cl)c1)c1ccc(F)c(S(=O)(=O)N2CCN(c3ccccn3)CC2)c1	1.6	-0.3	-1.2	-2	-1.4	-12	1	-0.7	18	-1.5	-2
Cc1cc(C)cc(NC(=S)Nc2ccc3cn[nH]c3c2)c1	-0.5	0.5	1.0	1	-1.2	-39	-4	-0.2	6	-2.3	6
COc1ccc(-c2nc3ccccc3c(=O)n2CCOc2c(C)cccc2C)cc1	-0.6	7.3	0.2	4	-1.1	4	-11	-1.0	2	0.7	-6
COc1ccc2[nH]cc(CCNS(=O)(=O)c3ccc(F)cc3)c2c1	-1.6	-1.1	-0.3	2	-1.0	-6	3	-0.8	-44	2.4	-1
Cc1cc([N+](=O)[O-])ccc1NC(=S)NC(=O)Cc1ccccc1	-1.4	0.5	-1.0	2	-1.1	9	-3	0.0	-2	1.6	0
CC(OC(=O)c1ccccc1OCc1ccc(Cl)cc1)C(N)=O (configuration not stated)	-1.6	-1.4	0.1	-1	-1.8	3	-1	-0.1	-6	-0.9	-2
CCOC(=O)c1cc2c(=O)n3ccccc3nc2n(CCCOC)c1=NC(=O)C(C)(C)C	-0.5	-0.3	2.7	-1	-0.6	i	1	1.5	6	4.0	2
COc1ccc(-c2nc3ccccc3c(=O)n2NC(=O)Cc2ccccc2)cc1	0.5	4.0	0.5	-2	-1.8	2	-5	-0.5	-10	-1.0	-3
O=c1oc2ccccc2c2c1C(O)CO2 (configuration not stated)	2.4	-0.1	1.2	-3	-1.2	3	9	-0.1	6	-0.8	0
CN1CCN(C(=O)CCN2C(=O)c3ccccc3S2(=O)=O)CC1	-0.9	-0.2	0.1	-3	-0.7	3	8	0.8	6	0.5	2
CC(C)CN(Cc1cc(=O)oc2cc(-c3ccccc3)c(O)cc12)CC(C)C	0.4	4.4	-1.4	-2	-1.6	-15	-4	-0.1	-1	1.3	1
CCOCCn1cnc2sc(C(=O)NCCCN3CCOCC3)c(C)c2c1=O	-1.2	2.0	0.2	4	-0.7	-3	3	2.1	1	-0.9	2
CCOc1ccc(/C=N/n2nnnc2N)cc1O	-0.8	1.6	0.2	0	-1.3	-40	1	0.0	-3	0.6	-2

Entries of single compounds as entered above. Order of screens: hcDAF-12 act, hgDAF12 agonist, DAX1 inh-1, SMARCA2 act, ssDAF-12 act, ADAM10 inh, GC-B act, DAX1 inh-2, sPLA2-III inh, GAA850 FXN act, GC-A act
O=c1oc2ccccc2c2c1C(O)CO2 (configuration not stated) is listed as 2.4, -0.1, 1.2, -3, -1.2, 3, 9, -0.1, 6, -0.8, 0
Cc1cc([N+](=O)[O-])ccc1NC(=S)NC(=O)Cc1ccccc1 is listed as -1.4, 0.5, -1.0, 2, -1.1, 9, -3, 0.0, -2, 1.6, 0
CCOc1ccc(/C=N/n2nnnc2N)cc1O is listed as -0.8, 1.6, 0.2, 0, -1.3, -40, 1, 0.0, -3, 0.6, -2
CCOCCn1cnc2sc(C(=O)NCCCN3CCOCC3)c(C)c2c1=O is listed as -1.2, 2.0, 0.2, 4, -0.7, -3, 3, 2.1, 1, -0.9, 2

(cont.)
SMILES	hcDAF-12 act	hgDAF12 agonist	DAX1 inh-1	SMARCA2 act	ssDAF-12 act	ADAM10 inh	GC-B act	DAX1 inh-2	sPLA2-III inh	GAA850 FXN act	GC-A act
CCOC(=O)C1=C(O)/C(=C/c2cccc(OC)c2O)N=C1C	2.3	1.5	1.1	-2	0.4	-1	-4	0.1	4	1.4	-7
COc1ccc(CN2CC(C(=O)NCCCN3CCN(C)CC3)CC2=O)cc1 (configuration not stated)	-0.8	0.4	-0.8	1	-1.2	-2	5	0.0	5	3.3	-1
COc1ccc(NC(=O)NNc2cc(N3CCOCC3)nc(N3CCOCC3)n2)cc1	-2.4	-5.0	-1.3	-4	-1.4	-5	-3	-0.4	-1	1.4	2
CCCn1c(=N)n(CC(=O)c2cccs2)c2ccccc21	-3.7	-2.5	-0.6	1	-1.3	-5	0	-0.1	-8	-1.4	-6
CCC(NC(=O)c1cc(COc2ccc(Cl)cc2OC)on1)c1ccncc1 (configuration not stated)	0.8	12*	0.6	5	-0.2	4	3	-0.9	-4	1.8	9
CCCCSc1cc(C)nc(N)n1	1.6	5.9	1.2	0	-1.2	2	2	0.8	3	4.0	4
Nc1sccc1C(=O)NCc1ccccc1	0.9	1.8	nt	0	-0.8	-62	2	0.1	10	nt	5
CCN1C(=O)C2(/C(=C(\O)c3ccc4c(c3)OCCO4)C(=O)C(=O)N2CCCOC)c2ccccc21 (configuration not stated)	-0.2	-1.2	-0.9	2	-1.2	2	3	0.1	1	2.9	3
